MBNL1-CUG inh: blocks human MBNL1 binding to CUG repeat RNA | Potency, µM (top dose mostly 57.5 µM), for inactives: at the highest dose activity change, negative = inhibition, usual class: inhibitors | 280,000 compounds, 0.036% hits | Q9NR56 | TR-FRET MBNL1-His/biotin-(CUG)12 binding, 665/545 ratio; active = well fitted inhibition curve with a large enough effect in the signal ratio, with a control signal flat, not every such curve was filed as active; inconclusive = small, poorly fitted or top-dose-only effect, or effect the other way, or a change in a side signal; inactive = no such curve, though single readings can be large or run the other way; the % refers to the signal ratio; note: % is set by controls: 0 for no effect and ±100 for the full control effect
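Compound titration spanned 92 nM–58 uM against the MBNL1-His/biotin-(CUG)12 complex. After 60 min at room temperature with 5 nM streptavidin-XL665 and 0.055 ng/ul terbium anti-His, ratiometric 665/545 nm emission (Ex 340 nm) normalized to controls.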
MLL CXXC-DNA inh: MLL CXXC-DNA interaction inhibition; Q03164; MLL-CXXC / FITC-HOXA9 DNA fluorescence polarization; Potency, µM (titrated, usually from 115 µM), without a hit: top-dose activity change, negative = inhibition, usual class: inhibitors; 290,000 compounds, 0.037% hits; active = well fitted inhibition curve with a large enough effect in the polarisation, with a control signal flat, not every such curve was filed as active; inconclusive = small, poorly fitted or top-dose-only effect, or effect the other way, or a change in a side signal; inactive = no such curve, though single readings can be large or run the other way; the % refers to the polarisation
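Fluorescence polarization: 7 uM MLL-CXXC (stock) preincubated 5 min with compounds, then 50 nM fluorescein-HOX-A9 DNA (stock) added; 30 min ambient. Buffer 50 mM Tris-HCl pH 7.5, 50 mM NaCl, 1 mM DTT, 0.05% BSA.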
uPA surface inh: inhibitors of cell surface uPA generation; cell surface uPA generation assay, qHTS; Potency, µM (titrated, usually from 38.3 µM), inactives show top-dose activity change, negative = inhibition, most hits filed as inhibitors; 330,000 compounds, 0.31% hits; AID 540303; active = well fitted inhibition curve with a large enough effect; inconclusive = small, poorly fitted or top-dose-only effect; inactive = no such curve, though single readings can be large or run the other way; tested in mouse RAW 264.7 cells; note: % is set by controls: 0 for no effect and ±100 for the full control effect; nearly all actives have a fitted effect of over 55% in size
Rab9 prom act: activates the Rab9 promoter | 320,000 compounds, 2.8% hits | Huh7 Rab9 promoter-luciferase reporter, luminescence, 24 h | AID 485297 | Potency, µM (titrated, usually from 9.22 µM), for the others: at the highest dose activation, negative = inhibition, actives largely listed as activators; note: % of control where 0% means no effect; nearly all actives have a fitted effect of over 60% in size
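Cells were plated at 1500 per well in reduced-serum medium with 10% FBS and left 2 h. Compound in DMSO was then added for 24 h at 37 °C. Reporter signal was read by luminescence after 10 min with luciferase detection reagent.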
Gal4-VP16 FLuc: inhibits Gal4-VP16 luciferase reporter, ROR gamma counter-screen; Drosophila S2 Gal4-VP16 UAS-luciferase, luminescence, 20 h; Potency, µM (top dose mostly 53.6 µM), without a hit: top-dose activity, negative = inhibition, hits mostly inhibitors; 310,000 compounds, 3.5% hits; AID 2546;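 note: Gal4-VP16 expression switched on by copper sulfate through the metallothionein promoter; % is set by controls: 0 for no effect and ±100 for the full control effect; nearly all actives have a fitted effect of over 50% in size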
BRCA1 expr act: activators of BRCA1 expression; MCF7-BRCA1-FFLuc reporter, luminescence, 48 h; response scale: scaled: vehicle 0%, 10 µM genistein 100%; Potency, µM (titrated, usually from 46.1 µM), without a hit: at the highest dose activation, hits mostly activators; 380,000 compounds, 1.1% hits; note: nearly all actives have a fitted effect of over 80% in size; some results filed as inactive show a strong effect at the top dose
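MCF7-BRCA1-FFLuc cells, 2000/well in phenol-red-free MEM, attached 2 h then treated 48 h at 37 C. Luciferase luminescence read 15 min after reagent; normalized to genistein maximum activation (10microM) and DMSO, concentration-response fitted.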
p53 reactivation: mutant p53 re-activation in reporter cells; H1299 p53-A138V BP100-luciferase reporter, luminescence, 24 h; 320,000 compounds, 0.063% hits; Potency, µM (series often up to 92.2 µM), inactives show at the highest dose activity change, positive = activation, actives largely listed as activators; AID 504706; note: % of control where 0% means no effect; nearly all actives have a fitted effect of over 45% in size
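p53-null H1299 cells stably carrying temperature-sensitive p53-A138V and a BP100-luciferase reporter were pinned with compounds (4-point, 1:5 series) and held 24 hrs at 37 deg C. Luminescence was read 10 min after detection reagent.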
NPC1 prom act: activators of NPC1 promoter; Huh7 NPC1 promoter luciferase reporter, 24 h; Potency, µM (series often up to 9.22 µM), inactives show top-dose activation, hits mostly activators; 320,000 compounds, 2.4% hits; AID 485313;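 note: % of control where 0% means no effect; nearly all actives have a fitted effect of over 60% in size; reporter is driven by a mutant NPC1 promoter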
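Stably transfected Huh7 (NPC1 promoter→luciferase), 1500 cells/well in Opti-MEM + 10% FBS, 2 h settle, then compound 24 h at 37 °C. Luminescence after 10 min with Amplite reagent.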
FLuc counter: inhibits or activates purified firefly luciferase, miR-21 counter-screen | Potency, µM (titrated, usually from 57.5 µM), inactives show top-dose activity change, negative = inhibition, actives largely listed as inhibitors | 360,000 compounds, 6.9% hits | purified FLuc, Km substrates, luminescence inhibition;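 note: plate controls were vehicle for no effect and reference inhibitor for full effect; nearly all actives have a fitted effect of over 55% in size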
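Purified P. pyralis luciferase (10nM final) with 10uM D-luciferin and 10uM ATP (Km levels) in 50mM Tris acetate pH 7.5, 10mM Mg acetate, 0.01% Tween-20, 0.05% BSA; qHTS 6-point titration, ~60 µM downward; luminescence read.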
ELG1 genotoxic: genotoxicity induction in ELG1-luciferase HEK293T cells. HEK293T ELG1-luciferase reporter, luminescence, 16 h. Potency, µM (doses to about 46 µM), inactives show top-dose activity change, positive = activation, usual class: activators. 330,000 compounds, 1.3% hits; note: % of control where 0% means no effect; nearly all actives have a fitted effect of over 60% in size
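Screening used a luciferase reporter fused to human ELG1 in HEK293T cells. Luminescence was read on a CCD plate imager after 16 hr exposure and 30 min ONE-Glo incubation.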
RORgamma inh: inhibitors of mouse ROR gamma transcriptional activity | P51450 | Drosophila S2 Gal4-RORgamma UAS-luciferase reporter, 20 h | Potency, µM (doses to about 53.6 µM), for the others: top-dose activity change, negative = inhibition, hits mostly inhibitors | 310,000 compounds, 5.4% hits; note: % is set by controls: 0 for no effect and ±100 for the full control effect; nearly all actives have a fitted effect of over 60% in size
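Using a luciferase readout, inhibitors were identified by reduced reporter activity in Drosophila cells coexpressing a copper-inducible Gal4–ROR gamma fusion and UAS-driven Photinus luciferase, incubated 20 hr after 700 uM copper sulfate.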
* marks the source's active call; other numbers are inactive results; ? = inconclusive; . = not tested or not shown; [ ] = dose if it differs, or a comment. Unless noted, calls come from the whole dose curve; as a rule, active = well fitted curve in the direction sought with a large enough effect; inconclusive = small, poorly fitted or top-dose-only effect, or another doubt; inactive = no such curve, though single readings can be large; an effect the other way counts as inactive or inconclusive. Potency is the fitted concentration of half-maximal effect. An excerpt; rates above refer to the full screens.

Screens in order – MBNL1-CUG inh	MLL CXXC-DNA inh	uPA surface inh	Rab9 prom act	Gal4-VP16 FLuc	BRCA1 expr act	p53 reactivation	NPC1 prom act	FLuc counter	ELG1 genotoxic	RORgamma inh
(1) CC(=O)Nc1ccc(C(=O)NCC2(N3CCCCC3)CCCCC2)cc1
    -1.4%	11.7%	-100.7%	-5.7%	4.2%	-14.9%	-1.3%	1.3%	3.2%	8.3%	-11.0%
(2) O=C(Nc1ccc(S(=O)(=O)N2CCCC2)cc1)C1CCCN1C(=O)c1cccs1 (configuration not stated)
    10.9%	6.3%	-0.5%	8.0%	-7.5%	0.0%	-6.9%	-0.4%	-4.7%	0.0%	1.1%
(3) O=C(NCC(=O)N1CCC2(CC1)NCCc1[nH]cnc12)c1ccc(F)cc1
    -2.2%	9.4%	-8.4%	-1.8%	-5.5%	4.4%	0.8%	-4.2%	-1.2%	0.1%	-13.9%
(4) O=C(OCc1cnc(Cl)s1)c1ccccc1Cl
    -7.6%	4.5%	5.1%	8.2%	1.1%	-1.1%	-3.1%	-2.8%	?	0.9%	27.7%
(5) CC(/C=N/Nc1nc2ccccc2[nH]1)=C\c1ccccc1
    2.9%	-1.0%	?	0.398µM*	7.08µM*	17.1%	?	0.501µM*	0.675µM*	0.82µM*	6.31µM*
(6) COc1ccc(N2CCN(C(=O)CSc3nc4c(c(=O)n(C)c(=O)n4C)n3C(C)C)CC2)cc1
    4.4%	-0.8%	7.5%	-4.0%	2.0%	-29.5%	0.9%	3.7%	6.9%	-5.3%	34.0%
(7) Cc1cc(-c2nnc(SCC(=O)c3ccc(Cl)cc3)o2)no1
    5.7%	4.5%	0.1%	5.8%	-4.0%	-3.4%	0.4%	-1.4%	2.0%	4.2%	23.9%
(8) Cc1sc2nc3n(c(=O)c2c1C)NC(=O)CC3
    6.6%	-1.9%	0.9%	-0.6%	-17.0%	-6.1%	1.6%	-3.5%	-0.3%	-0.5%	?
(9) COc1cc(/C=C/C(=O)OCC(=O)NC2CCS(=O)(=O)C2)ccc1O (configuration not stated)
    16.4%	2.7%	-2.2%	-0.2%	-1.5%	-0.5%	30.7%	-1.5%	-1.0%	0.2%	31.8%
(10) CCN(CC)S(=O)(=O)c1ccc(Oc2ccc(S(=O)(=O)N(CC)CC)cc2)cc1
    1.1%	-5.4%	.	-45.0%[inhibitor]	7.08µM*	-75.5%	-0.7%	-30.5%[inhibitor]	-1.3%	-10.4%	?
(11) CN(CCOc1ccccc1)CC(=O)Nc1cc([N+](=O)[O-])ccc1Cl
    ?	9.1%	-7.9%	2.5%	-5.8%	0.6%	0.3%	-2.7%	2.6%	1.0%	29.4%
(12) COc1cccc(CNC(=O)c2ccc(OC)c(S(=O)(=O)NC3CCCC3)c2)c1
    .	.	1.6%	-4.3%	.	-4.4%	-6.3%	1.5%	-11.2%	-12.6%	.
(13) CCOc1ccc(C2=NNC(c3cccs3)=Nc3ccc(OC)cc32)cc1
    ?	-10.1%	5.9%	-1.4%	4.8%	2.7%	10.5%	-4.2%	21.3µM*	-3.0%	-1.4%
(14) c1ccc(-n2nnnc2CN2CCOCC2)cc1
    -14.4%	-1.4%	-2.3%	-7.5%	7.9%	1.0%	8.1%	0.6%	0.2%	-4.0%	-8.2%
(15) CCCCNC(=O)C1CCC(CNc2nc(=S)[nH]c3ccccc23)CC1 (configuration not stated)
    -0.9%	2.2%	-4.1%	-2.2%	1.7%	-17.3%	-0.5%	-0.4%	-1.1%	?	-16.2%
(16) Cc1cc(C)c2nc(SC(C)C(=O)NCC(=O)Nc3ccc(F)c(F)c3F)cc(C)c2c1 (configuration not stated)
    ?	-2.2%	-1.8%	-1.5%	-9.4%	-20.8%	11.5%	0.7%	3.3%	0.6%	-3.9%
(17) Cn1c(=O)c([N+](=O)[O-])c(NCc2ccccc2)c2ccccc21
    -1.9%	5.8%	-0.4%	-4.4%	7.6%	-55.0%	-2.3%	-2.1%	2.3%	-4.1%	12.5%
(18) O=C(NCCc1ccccn1)c1cc2ccccc2o1
    -4.6%	4.5%	1.8%	?	-8.9%	10µM*	?	3.55µM*	?	?	-0.8%
(19) CCCCn1nnnc1NCc1ccc(C)s1
    ?	4.4%	.	2.5%	-3.6%	4.0%	-9.1%	-5.0%	-0.1%	0.3%	?
(20) Cc1cccc(N2CCN(C(=O)CCS(=O)(=O)c3ccc(Br)cc3)CC2C)c1 (configuration not stated)
    -3.6%	-1.6%	-3.6%	2.0%	-4.6%	-28.8%	7.7%	-4.7%	-7.0%	-3.9%	10.2%

The list continues.
Screens in order – MBNL1-CUG inh	MLL CXXC-DNA inh	uPA surface inh	Rab9 prom act	Gal4-VP16 FLuc	BRCA1 expr act	p53 reactivation	NPC1 prom act	FLuc counter	ELG1 genotoxic	RORgamma inh
(21) COc1cccc(NC(=O)c2ccc3c(c2)N(CC(=O)N2CCOCC2)C(=O)C(C)(C)O3)c1
    -7.9%	-1.6%	-0.8%	-0.7%	9.2%	-19.4%	-1.3%	1.0%	-1.7%	-1.3%	24.5%
(22) O=S(=O)(c1cnccc1N1CCN(/N=C/c2ccc(Br)cc2)CC1)N1CCCCC1
    -3.3%	-1.6%	1.9%	-1.6%	-10.3%	-24.8%	5.7%	-1.3%	2.3%	-12.4%	27.8%
(23) Cc1ccc(C(=O)Nc2ccc(N3CCN(S(C)(=O)=O)CC3)cc2)cc1
    -0.1%	16.4%	-2.1%	24.1%	12.4%	14.0%	0.3%	11.6%	0.5%	7.8%	27.0%
(24) NC(=O)COc1ccc(Nc2nnc(-c3ccc(O)cc3)c3ccccc23)cc1
    ?	6.5%	-4.0%	0.6%	-0.3%	-23.9%	0.1%	-1.4%	?	9.5%	-1.1%
(25) N#Cc1c(N)n(-c2cccc(C(=O)O)c2)c2nc3ccccc3nc12
    ?	?	11.0%	0.4%	-4.1%	-5.0%	0.7%	1.9%	3.2%	-1.3%	6.5%
(26) COc1ccc(CCNC(=O)C(=O)NCC2OCCN2S(=O)(=O)c2ccc(F)cc2)cc1 (configuration not stated)
    2.1%	.	-28.0%	-11.2%	1.3%	23.8%	-9.8%	3.1%	-10.8%	-2.6%	19.2%
(27) CC1C(C#N)=C(SCC(N)=O)NC2=C1C(=O)CC(C)(C)C2 (configuration not stated)
    16.2%	8.6%	-3.6%	-0.7%	6.5%	19.6%	-2.4%	-4.3%	6.3%	-2.0%	1.7%
(28) N#C/C(=C\c1ccncc1)c1nc2ccccc2c(=O)[nH]1
    9.8%	16.6%	-0.7%	-2.3%	8.9%	-10.4%	-0.1%	3.4%	?	2.7%	2.3%
(29) Cc1ccc(CNC(=O)c2cccc(OCc3c(C)noc3C)c2)cc1
    12.7%	18.6%	-3.6%	4.2%	-12.8%	-14.3%	-1.6%	-12.4%	1.0%	-2.7%	?
(30) O=C(O)CCC(=O)Nc1ccc(S(=O)(=O)N2CCCC2)cc1
    2.1%	-0.9%	2.8%	-5.8%	-3.9%	-5.8%	-4.8%	1.4%	0.7%[2.3 µM]	0.7%	-6.7%
(31) CC(C)CCNC1c2ccccc2C(=O)N1Cc1ccccc1 (configuration not stated)
    0.1%	-13.7%	-1.3%	-3.0%	11.9%	-8.4%	-20.2%	-2.3%	0.0%	0.0%	13.3%
(32) Cc1ccc(Cl)cc1N1CCN(CC(=O)Nc2ccc3[nH]c(=O)[nH]c3c2)CC1
    0.3%	43.7%[activator]	.	-7.5%	-7.2%	-20.4%	-21.0%	0.3%	10.0%	4.6%	6.6%
(33) COCCn1c(N)c(C(=O)NCC2CCCO2)c2nc3ccccc3nc21 (configuration not stated)
    ?	1.7%	7.0%	-12.9%	-4.5%	-59.4%	-14.3%	-2.3%	1.7%	-11.9%	3.0%
(34) Cc1onc(-c2ccccc2)c1C(=O)OCC(=O)c1ccccc1
    -2.2%	5.3%	0.4%	-1.5%	5.0%	-19.9%	-14.1%	-4.6%	5.6%	-1.8%	9.5%
(35) Cc1cc(N=Nc2ccc3ccccc3c2)ccc1O
    -0.5%	-4.0%	-9.7%	?	?	?	38.2%	2.24µM*	1.35µM*	7.3µM*	11.2µM*
(36) O=C(NC12CC3CC(CC(C3)C1)C2)c1cnccn1
    -1.8%	-0.2%	0.4%	-0.4%	-8.3%	1.4%	4.6%	1.7%	-0.1%	1.2%	-1.5%
(37) C=CCNc1nc(NC(C)(C)CO)nc(OCC)n1
    3.9%	2.4%	-5.2%	-4.2%	4.7%	-7.3%	-2.5%	1.5%	-1.6%	-4.6%	-28.0%

Bioassay records as filed in PubChem.
